Assay outcomes (PubChem BioAssay)
NCF1 inh = p47phox (human) inhibition; AID 1274; inhibition, % at 24.7 µM; p47phox/p22phox peptide binding, fluorescence polarization, 2 h; P14598; 220,000 tested, 0.53% active;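 active = inhibition above about 30%, limit read from the data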;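 also: 0% = p47phox with labelled peptide and 100% = labelled peptide alone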
Target sequence (P14598 whole entry, looked up): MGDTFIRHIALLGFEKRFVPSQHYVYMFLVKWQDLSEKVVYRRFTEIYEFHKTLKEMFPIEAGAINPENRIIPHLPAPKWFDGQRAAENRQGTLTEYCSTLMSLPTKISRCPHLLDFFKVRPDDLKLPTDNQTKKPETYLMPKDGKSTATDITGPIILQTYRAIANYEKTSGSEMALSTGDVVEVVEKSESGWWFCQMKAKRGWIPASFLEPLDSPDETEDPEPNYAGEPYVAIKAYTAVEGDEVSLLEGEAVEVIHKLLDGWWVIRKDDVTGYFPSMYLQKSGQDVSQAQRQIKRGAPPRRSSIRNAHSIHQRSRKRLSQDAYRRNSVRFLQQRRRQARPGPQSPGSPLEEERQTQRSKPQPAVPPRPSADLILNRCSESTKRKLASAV
m-calpain inh = inhibitors of pig calpain II. AID 1236. inhibition, % at 16 µM. purified calpain II, fluorogenic peptide substrate, 30 min. 220,000 tested, 0.37% active;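 active = inhibition above about 50%, limit read from the data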
TbHK1 inh = T. brucei hexokinase 1 inhibition. inhibition, % at 10 µM. recombinant TbHK1, G6PDH-coupled NADH A340. 220,000 tested, 0.11% active;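 active = inhibition of 50% or more in the single-dose primary screen; inactive = inhibition below 50%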
Furin inh = blocks human furin protease activity. 220,000 tested, 0.061% active. purified furin, fluorogenic substrate cleavage. P09958. AID 463115. inhibition, % at 30 µM; in the data active = inhibition above about 25%; also: inactives centre near -15
p97 inhibitor = inhibitors of human p97 ATPase | P55072 | recombinant p97 ATPase, Kinase-Glo ATP luminescence, 3 h | inhibition, % at 8 µM | 220,000 tested, 0.42% active | AID 1481; in the data active = inhibition above about 15%;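 also: 0% = DMSO vehicle and 100% = wells lacking enzyme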
Runt-CBFb FRET = blocks binding of human RUNX1 Runt domain to CBFb. AID 1496. 220,000 tested, 0.46% active. inhibition, % at 20 µM. Q01196+Q13951. Cerulean-Runt/Venus-CBFb FRET ratio 530/480, 1 h;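 active = inhibition over about 50% at 20 µM in the single-dose screen, limit read from the data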;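 also: 0% = DMSO wells and 100% = excess unlabeled CBFb competitor control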
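Assay system: Cerulean-Runt domain / Medium: Tris 50 mM pH 7.5, KCl, K2SO4, 0.01% BSA / Timing: protein complex preformed 1 h, compound exposure 1 h, room temperature, dark / Measured by: FRET, excitation 422 nm, emission at 530 and 480 nm / Evaluation: loss of energy transfer signal / Control set: 5 µM unlabeled CBFb as full-inhibition high control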
RBBP9 inh = blocks human serine hydrolase RBBP9; O75884; recombinant RBBP9, FP-Rh probe fluorescence polarization; inhibition, % at 7.94 µM; 220,000 tested, 0.2% active; AID 1515;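 active = inhibition above the campaign mean of all tested compounds plus 3 SD, cut at about 14% in these data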;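 also: plate controls were DMSO wells with RBBP9 for no effect and wells lacking RBBP9 protein for full effect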
Target sequence (O75884 whole entry, looked up): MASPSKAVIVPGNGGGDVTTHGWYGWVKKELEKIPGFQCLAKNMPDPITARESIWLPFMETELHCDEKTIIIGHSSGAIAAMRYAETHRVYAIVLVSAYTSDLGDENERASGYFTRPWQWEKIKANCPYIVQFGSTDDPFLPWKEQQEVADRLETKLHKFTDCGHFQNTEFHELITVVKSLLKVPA
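system = RBBP9 protein | input = RBBP9 at 2.5 µM in dispensed solution, before mixing | measured by = fluorescence polarization (mP), excitation 525 nm, emission 598 nm | incubation = enzyme-compound preincubation 30 min, then probe labeling 45 min, 25 °C | buffer or medium = Tris-NaCl-Pluronic buffer, pH 8.0 | compound = single dose 7.94 µM | also added = FP-Rh probe, 375 nM dispensing solution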
Runt-SMMHC FRET = Runt domain-CBFb-SMMHC interaction inhibition | Q01196+Q13951 | Cerulean-Runt/Venus-CBFb-SMMHC FRET ratio 530/480, 1 h | inhibition, % at 20 µM | 220,000 tested, 0.74% active | AID 1434;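 active = mean inhibition across duplicate retests at 20 µM reaching about 50%, limit read from the data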;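 also: 0% = DMSO wells and 100% = wells with excess untagged CBFb-SMMHC; inhibitors lower the FRET ratio by blocking Runt binding to CBFb-SMMHC; some results filed as inactive read as strong as hits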
EBV gp42 inh = blocks Epstein-Barr virus glycoprotein 42 binding; Q1HVG2; Fluorescence polarization binding assay, mP read-out; inhibition, % (tested at 21.74 µM); 220,000 tested, 0.42% active; AID 1085; in the data active = inhibition above about 50%
Target sequence (Q1HVG2 whole entry, looked up): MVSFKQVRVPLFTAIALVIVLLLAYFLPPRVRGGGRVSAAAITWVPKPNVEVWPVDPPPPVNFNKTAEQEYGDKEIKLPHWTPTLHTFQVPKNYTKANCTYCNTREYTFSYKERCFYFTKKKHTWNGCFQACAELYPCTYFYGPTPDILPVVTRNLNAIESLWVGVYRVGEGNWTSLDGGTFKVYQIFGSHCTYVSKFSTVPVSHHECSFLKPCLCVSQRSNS
Numbers without * were called inactive; [ ] = remark or other dose.

m-calpain inh	RBBP9 inh	EBV gp42 inh	TbHK1 inh	Runt-CBFb FRET	p97 inhibitor	mol	Runt-SMMHC FRET	Furin inh	NCF1 inh
-68	5	-23	-9	4	8	Cc1cccc(OCC(=O)Nc2nnc(-c3ccco3)s2)c1	3	-22	-37
-67	7	3	-11	-2	2	COc1ccc(C(=O)Nc2ccccc2-c2nnn(CC(=O)Nc3ccc4c(c3)OCCO4)n2)cc1	0	-22[20 µM]	6
-16	-7	-6	4	0	6	CCC(CC)C(=O)Nc1cc(=O)n(C)c(=O)n1C	-1	-12	-16
6	-4	-26	-7	0	5	Cc1ccc(C2=[N+]([O-])C3(CCCCC/C3=N\O)N(O)C2(C)C)o1 (stereo not drawn)	-1	-19	-2
22	-6	3	0	-2	3	COc1cc(C(=O)NCC(=O)N/N=C(C)\C=C\c2ccccc2)cc(OC)c1OC	-2	-10	9
29	1	5	1	-1	3	CCCCCCOC(=O)C1=C(C)NC(=O)NC1c1ccc(O)cc1 (stereo not drawn)	-2	-18[20 µM]	-1
13	3	-23	-11	-2	4	Cn1c(-n2c(-c3ccco3)nc3ccccc3c2=O)nc2ccccc21	-4	0	0
2	3	-18	-4	1	10	NC(=O)Nc1ccc(C(=O)OCC(=O)Nc2cccc(S(=O)(=O)NC3=NCCCCC3)c2)cc1	-7	-14	-7
-20	10	-14	-7	0	4	COc1ccc(S(=O)(=O)N2CCOC2CNC(=O)C(=O)NCc2ccco2)cc1C (stereo not drawn)	-2	-17	-8
-6	-1	-6	0	1	-4	CCn1c2ccccc2c2cc(NC(=O)COC(=O)c3ccccc3O)ccc21	-3	-22	5
-31	-4	-12	2	24	5	CCC1OC23CCCCC2C(C#N)(C(=N)O3)C1(C#N)C#N (stereo not drawn)	52	-17[20 µM]	-21
16	-4	-10	-8	4	-1	CC(=O)c1ccc(N2CCN(C(=O)c3ccc4c(=O)n(-c5ccccc5)c(=O)[nH]c4c3)CC2)cc1	-6	-11[20 µM]	2
-41	4	-3	-27	-2	-12	Cc1nc(-c2ccccc2)sc1-c1nnc(C2CC2)o1	-2	-19	-2
14	-7	-6	-8	-4	-3	Cc1ccc(C)c(N2CCN(CC(=O)Nc3ccc4[nH]c(=O)[nH]c4c3)CC2)c1	-3	-18	-3
15	-3	2	-5	1	2	CCOC(=O)N1CCC(N2CCN(c3cc(C)ccc3C)CC2)CC1	-2	-11[20 µM]	-7
-29	-8	-5	-17	-2	5	O=C(CSc1nc2ccc(Nc3nc(N4CCOCC4)nc(N4CCOCC4)n3)cc2s1)N1CCOCC1	-3	-20	-15
-32	-6	-12	-1	-1	-9	O=C1N(Cc2ccc(F)cc2Cl)c2ccccc2C12OCCCO2	-1	-10[20 µM]	-6
5	-6	-3	23	-1	3	CC(C)CCNC1=CC(=O)CC(c2ccccc2)C1 (stereo not drawn)	-2	-11	-7
-5	-5	-5	22	2	3	CCN(CCO)Cc1csc2ccccc12	4	-16	-4
-11	14*	-4	5	0	3	O=C(CSc1nnc2ccccn12)N1CCOCC1	0	-28[20 µM]	-3
-5	0	0	3	4	4	C=CCn1c(SCc2nc3ccccc3[nH]2)nnc1-c1ccccn1	-5	-16[20 µM]	-10
-14	-10	-2	-10	1	-4	C1CCN(CCCNC2C3CC4CC(C3)CC2C4)C1 (stereo not drawn)	-2	-20	4
13	12	-14	-21	2	2	CN1/C(=C\C(=O)Nc2ccc(Cl)cc2)C(C)(C)c2ccccc21	-14	0	-116
-23	-4	1	-5	0	5	COc1ccccc1Nc1nc(N)nc(CSC(=S)N2CCOCC2)n1	3	-20	-3
27	-7	-25	1	1	1	COc1cccc(-c2ccc(SCC(=O)N3CCc4ccccc43)nn2)c1	2	-13	-31

Part of the list above with just m-calpain inh, RBBP9 inh and EBV gp42 inh.
Molecule | m-calpain inh | RBBP9 inh | EBV gp42 inh
CC(=O)c1ccc(N2CCN(C(=O)c3ccc4c(=O)n(-c5ccccc5)c(=O)[nH]c4c3)CC2)cc1 | 16 | -4 | -10
Cc1nc(-c2ccccc2)sc1-c1nnc(C2CC2)o1 | -41 | 4 | -3
Cc1ccc(C)c(N2CCN(CC(=O)Nc3ccc4[nH]c(=O)[nH]c4c3)CC2)c1 | 14 | -7 | -6

Other records follow:
m-calpain inh	RBBP9 inh	EBV gp42 inh	TbHK1 inh	Runt-CBFb FRET	p97 inhibitor	mol	Runt-SMMHC FRET	Furin inh	NCF1 inh
18	4	-6	1	1	-7	C=CC(=O)NCCCc1cc(C(C)(C)C)c(O)c(C(C)(C)C)c1	2	-6	-7
-14	-7	-10	-15	-2	2	CCOC(=O)N1CCN(c2ncnc3c2oc2nc(C(C)C)c4c(c23)CCC4)CC1	-5	-9	10
14	-6	5	7	-3	-10	Cc1cccc(OC(=O)CCN2C(=O)C3C4C=CC(C5CC45)C3C2=O)c1C (stereo not drawn)	-2	-9	-2
32	0	-21	9	1	14	Nc1nc(SCn2nnc3ccccc3c2=O)n[nH]1	2	-3	-1
-3	0	-12	-24	2	-2	CCOC(=O)/C(=N\Nc1ccc(Br)cc1)N1CC(C)OC(C)C1 (stereo not drawn)	3	-15	-17
-37	0	-5	-10	11	9	Cc1ccc(Nc2nc(-c3sc(NC(=O)c4ccc([N+](=O)[O-])cc4)nc3C)cs2)cc1	-5	-22[20 µM]	-9
-22	-2	-11	17	0	2	CCOC(=O)Cn1c(=N)n(CCOc2cccc(C)c2)c2ccccc21	0	-16[20 µM]	-14
24	-1	-5	1	-2	0	Cc1ccc(OC(=O)c2ccccc2C(=O)OCC(F)(F)C(F)F)cc1	6	-19[20 µM]	-7
0	-6	-3	-8	2	-1	O=C(Nc1nc(-c2ccc3c(c2)OCO3)cs1)C1CC1	1	-18	-8
5	-8	-4	-2	-2	4	COc1cccc(NC(=O)COC(=O)Cc2ccccc2[N+](=O)[O-])c1	0	0	5
-13	-9	-13	1	0	-2	O=C(CCc1nnc(CCC2CCCCC2)o1)NCCc1cccnc1	2	-22	-10
7	-2	-6	1	1	4	Cc1ccc(-n2nc(C)c(C(=O)O)n2)c(C)c1	-1	-1	2
-7	-2	-1	5	0	1	Cc1nc(N)sc1C(=O)N1N=N1	0	-22	-18
-1	-2	-5	-11	1	9	Cc1ccc(NS(=O)(=O)c2ccc(OCC(=O)NCc3ccncc3)cc2)cc1	-3	-12	-2
-3	-6	-11	-7	2	9	Cc1nn(CC(=O)c2ccc(Cl)cc2Cl)c(C)[n+]1N	0	-15	0
5	5	-10	-6	0	6	C#CC(C)(CC)NC(=O)c1cc(OC)c(OC)c(OC)c1 (stereo not drawn)	-6	-14	6
11	4	-20	0	1	4	Cc1ccc(S(=O)(=O)N2CCCCC2)cc1NC(=O)CSCC(=O)O	2	-14	-5
1	-4	-16	-7	-2	0	CCOC(=O)C1=NN(N=O)C2(CC(=O)N(c3cc(C)cc(C)c3)C2=O)C1 (stereo not drawn)	-14	-17[20 µM]	-10
20	-9	-5	1	-3	-1	Cc1ccc(-c2nc(CS(=O)(=O)CC(=O)N3CC(C)CC(C)C3)c(C)o2)cc1 (stereo not drawn)	0	-29	-3
-33	-7	-15	2	1	-5	COc1cc(OC)cc(C(=O)OC/C(O)=C(\C#N)c2nc3ccccc3[nH]2)c1	-52	-18	-44
1	-2	-6	2	-1	3	CNC(=O)c1ccccc1S(=O)(=O)c1ccccc1C#N	3	-22	-4
-8	-15	-6	-34	-2	-1	CCN=C1S/C(=C\c2cn(C(C)=O)nc2-c2ccccc2)C(=O)N1CC	-4	-19[20 µM]	-19
17	-7	-14	1	10	-5	O=C(NC(=S)NNC(=O)c1cnccn1)c1ccc(Cl)cc1	-1	-2	-4
-5	-6	-10	-18	-1	5	COc1cc(NC(C)=O)c2ncccc2c1[N+](=O)[O-]	-4	-9	0
-26	1	-6	-15	3	4	COc1ccc(/C([O-])=C(/C(=S)Nc2ccc(C)c(C)c2)n2c[n+](C)c3ccccc32)cc1OC	5	-19	-4

Additional entries.
m-calpain inh	RBBP9 inh	EBV gp42 inh	TbHK1 inh	Runt-CBFb FRET	p97 inhibitor	mol	Runt-SMMHC FRET	Furin inh	NCF1 inh
-11	0	-7	0	-2	2	COCC(=O)Nc1nc2ccccc2s1	3	-24[20 µM]	-5
-23	1	7	-3	0	4	O=C(CNC(=O)c1ccc(S(=O)(=O)N2CCCC2)cc1)N/N=C/c1c(Cl)cccc1Cl	-6	-22	-7
-9	-7	-18	7	-1	-2	OC(COCc1ccccc1)CN1CCN(c2ccccc2)CC1 (stereo not drawn)	-6	-4	-7
19	-3	12	23	8	-2	CC(=O)n1c2ccccc2c2nc(NC(C)C)sc21	4	-11	-8
18	-1	2	-1	-3	6	O=C(NCc1ccccc1)C1C2C=CC3(CN(Cc4cccnc4)C(=O)C13)O2 (stereo not drawn)	-1	-26	-4
13	-13	5	12	1	0	Cc1ccc(SCCNC(=O)c2ccc(C)c(S(=O)(=O)Nc3ccccc3C)c2)cc1	2	-4[20 µM]	-4
-16	4	-1	-1	0	3	O=C(NCCc1ccccc1)c1ccc(=O)[nH]c1	-8	-26[20 µM]	-6
-15	-5	-5	0	0	5	NC(=O)COC(=O)Cc1coc2cc3c(cc12)CCC3	-6	-2	-3

Retrieved by compound from the list above:
m-calpain inh	RBBP9 inh	EBV gp42 inh	TbHK1 inh	Runt-CBFb FRET	p97 inhibitor	mol	Runt-SMMHC FRET	Furin inh	NCF1 inh
-16	4	-1	-1	0	3	O=C(NCCc1ccccc1)c1ccc(=O)[nH]c1	-8	-26[20 µM]	-6
13	-13	5	12	1	0	Cc1ccc(SCCNC(=O)c2ccc(C)c(S(=O)(=O)Nc3ccccc3C)c2)cc1	2	-4[20 µM]	-4
19	-3	12	23	8	-2	CC(=O)n1c2ccccc2c2nc(NC(C)C)sc21	4	-11	-8

Whole records from above.
OC(COCc1ccccc1)CN1CCN(c2ccccc2)CC1 (stereo not drawn) in the list: m-calpain inh = -9; RBBP9 inh = -7; EBV gp42 inh = -18; TbHK1 inh = 7; Runt-CBFb FRET = -1; p97 inhibitor = -2; Runt-SMMHC FRET = -6; Furin inh = -4; NCF1 inh = -7
CC(=O)n1c2ccccc2c2nc(NC(C)C)sc21 in the list: m-calpain inh = 19; RBBP9 inh = -3; EBV gp42 inh = 12; TbHK1 inh = 23; Runt-CBFb FRET = 8; p97 inhibitor = -2; Runt-SMMHC FRET = 4; Furin inh = -11; NCF1 inh = -8
